phage Ecoli inh: growth loss of phage-infected E. coli, primary screen, RecBCD inhibitor project, absorbance, with phage, HTS | inhibition, % at 11.9 µM | actives 0.26% (n = 360,000); in the data active = inhibition above about 11%
HTR5A inv ctr: HTR5A inverse agonists in luminescence cell assay, primary screen, counter-screen for OPRM1-OPRD1 heterodimer inverse agonist project, full-deck HTS; 5-hydroxytryptamine receptor 5A (Homo sapiens), P47898; HTR5A cell line, inverse agonism; inhibition, % at 9.3 µM; actives 0.083% (n = 340,000); in the data active = inhibition mostly above about 23%, no sharp cut-off; inactive = mostly below about 18%;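 also: 0% = cells with DMSO and 100% = no-cell wells with DMSO; some compounds called inactive have numbers as strong as hits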
Target sequence (P47898 whole entry, looked up): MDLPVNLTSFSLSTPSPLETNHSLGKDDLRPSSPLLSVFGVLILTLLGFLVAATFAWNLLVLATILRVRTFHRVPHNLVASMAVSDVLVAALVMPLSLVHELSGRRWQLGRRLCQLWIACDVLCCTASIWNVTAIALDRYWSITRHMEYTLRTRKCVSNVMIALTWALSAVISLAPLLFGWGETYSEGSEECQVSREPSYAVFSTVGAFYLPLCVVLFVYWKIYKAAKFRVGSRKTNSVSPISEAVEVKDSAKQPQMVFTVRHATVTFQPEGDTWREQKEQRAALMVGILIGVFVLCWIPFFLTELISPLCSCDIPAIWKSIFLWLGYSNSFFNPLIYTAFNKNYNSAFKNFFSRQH
AddAB inh: growth inhibition of E. coli expressing H. pylori AddAB, primary screen, AddAB inhibitor project, absorbance; inhibition, % at 11.9 µM; actives 0.29% (n = 330,000); in the data active = inhibition above about 12%;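 also: 0% = vehicle wells of infected cells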
HTR5A ag: HTR5A agonists in luminescence cell assay, primary screen, counter-screen for OPRM1-OPRD1 heterodimer agonist project, full-deck HTS. 5-hydroxytryptamine receptor 5A (Homo sapiens), P47898. cell-based. activation, % at 9.3 µM. actives 0.61% (n = 340,000); in the data active = activation mostly above about 9.5%, no sharp cut-off; inactive = mostly below about 7.6%;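 also: 0% = cells with vehicle only and 100% = reference agonist; strong numbers were not always called active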
DSG3 Ab inh: inhibitors of pemphigus antibody binding to DSG3, primary screen, biochemical, bead-based, flow cytometry, scFv-GFP. Desmoglein-3 (Homo sapiens), P32926. DSG3-coupled beads, scFv-anti-DSG3-GFP binding; stronger effect = lower value. binding (percent of control), % at 10 µM. actives 0.48% (n = 310,000). AID 588358, 2011;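 active = binding more than 3 SD below its plate's average and above zero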;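 also: hits lower antibody fragment binding to DSG3; some compounds called inactive have numbers as strong as hits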
Ecoli viability: E. coli V3065 growth inhibition, primary screen, counter-screen for AddAB inhibitor project, absorbance, OD600; actives 0.27% (n = 330,000); inhibition, % at 11.9 µM; 18 h;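 active = inhibition above the campaign's mean inhibition across all tested compounds plus 3 SD, cut at about 9.9% in these data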;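 also: uninfected addAB+ strain grown without phage in ampicillin broth; 0% = DMSO wells and 100% = ciprofloxacin 0.95 µg/ml wells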
PKA-R1A activ: activators of PKA-R1A holoenzyme, primary screen, biochemical, fluorescence polarization, Cy5-IP20, bovine R1A, mouse PKAc. cAMP-dependent protein kinase type I-alpha regulatory subunit (Bos taurus) + …. PKA-R1A dissociation; scaled: DMSO 0%, 113 µM cGMP 100%. activation, % at 11.4 µM. actives 0.083% (n = 340,000). AID 504707, 2011;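 active = percent activation above the mean of all tested compounds plus 3 SD, cut at about 19% in these data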;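 also: higher means more PKAc released from R1A so a rise in polarization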
OPRM1-OPRD1 ag: agonists of OPRM1-OPRD1 heterodimerization, primary screen, cell-based, luminescence. Mu-type opioid receptor (Homo sapiens) + Delta-type opioid receptor (Homo sapiens), …. cells. activation, % at 9.3 µM. actives 0.3% (n = 340,000); in the data active = activation above about 18%;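 also: 0% = vehicle-treated cells and 100% = reference agonist; values of inactives mirror those of a sister screen read the other way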
Mot1-301 SUMO: yeast Mot1-301 growth rescue at high temperature, primary screen, SUMOylation pathway inhibitor project, S. cerevisiae, ATP luminescence, 38.5C; S. cerevisiae Mot1-301 growth rescue; percent above DMSO median, 100 means doubled; growth rescue, % at 18.8 µM; actives 1% (n = 320,000); AID 2716, 2010;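 active = every valid replicate shows activation above 250% relative to neutral control wells; inactive = the rest, any valid replicate at or below 250%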;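 also: OY570 slx delta 5 strain wells were the positive control but not used for scaling; some compounds called inactive have numbers as strong as hits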
PfHsp90 set2: growth inhibition of PfHsp90-expressing yeast, primary screen, antimalarial PfHsp90 inhibitor project, S. cerevisiae, BacTiter-Glo luminescence, single point, set 2. inhibition, % at 9.4 µM. actives 0.32% (n = 310,000). BacTiter-Glo ATP, 48 h; yeast lacking PDR1 and PDR3 efflux regulators;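 active = every replicate shows inhibition above about 80%, whatever the replicate mean, limit read from the data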;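 also: 0% = DMSO neutral controls and 100% = 20 µM radicicol positive controls; yeast relying on Plasmodium falciparum Hsp90 in place of its own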
OPRM1-OPRD1 inv: inverse agonists of MOR-DOR heterodimerization, primary screen, cell-based, luminescence; cell-based MOR-DOR heterodimer luminescence, inverse agonism; inhibition, % at 9.3 µM; actives 0.21% (n = 340,000); in the data active = inhibition above about 22%, passing the limit was not always enough;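 also: 0% = cells with DMSO and 100% = wells without cells with DMSO; values of inactives mirror those of a sister screen read the other way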
The depositor's hits bear a star; . = not tested or not shown.

SMILES	phage Ecoli inh	HTR5A inv ctr	AddAB inh	HTR5A ag	DSG3 Ab inh	Ecoli viability	PKA-R1A activ	OPRM1-OPRD1 ag	Mot1-301 SUMO	PfHsp90 set2	OPRM1-OPRD1 inv
O=C(CN1C(=O)CCSc2ccc(S(=O)(=O)N3CCOCC3)cc21)Nc1ccccc1Cl	-0.3	-44	2.7	4	99	0.3	10	0.2	-7	7	-1
C/C(=N\NC(=O)CC#N)c1ccc(Oc2ccccc2)cc1	2.4	18	4.1	8	100	1.4	1	1.6	-15	16	-9
Cc1ccc(S(=O)(=O)/N=C(/Nc2ccc(O)c(C(=O)O)c2)c2ccccc2)cc1	-1.0	-4	0.8	1	.	-3.5	-1	-3.9	-15	11	15
O=C1N[C@@H](Cc2ccccc2)C(=O)N2[C@@H]1C[C@@]1(Br)c3ccccc3N(S(=O)(=O)c3ccccc3)[C@@H]21	0.2	19	3.1	-1	98	0.8	1	-1.3	-11	1	6
COCc1cc(/C=N\NC(=O)Cc2ccc(Cl)cc2)ccc1OC	3.1	12	-0.4	-4	129	-3.1	0	0.3	1	-13	-1
O=C(CCS(=O)(=O)c1ccccc1)N1CCN(c2ccc(F)cc2)CC1	0.9	-6	3.4	1	96	1.7	2	-0.1	6	-17	0
FCCCOc1ccc(-c2ccnc(-c3ccccc3)n2)cc1	1.0	-35	1.2	8	104	-0.4	4	-1.1	-13	-20	4
C=CCOc1nc(N(C)C)nc(N(C)C)n1	3.0	13	2.1	1	106	-0.1	-2	-2.4	-9	-16	12
CN(C1CCCCC1)S(=O)(=O)c1ccc(-n2cnnn2)cc1	2.8	-3	0.5	1	100	0.6	-2	-2.0	-18	-4	9
C/C(=N\NC(=O)CN(c1ccccc1)S(C)(=O)=O)c1ccccc1O	-2.5	-10	1.1	3	104	1.9	-7	0.1	142	9	0
Cc1ccc(CN2CCN(Cc3ccc(O)cc3)CC2CCO)o1 (configuration not stated)	1.7	6	-0.7	1	101	1.9	-12	0.4	.	7	-2
COc1c(C(=O)NNC(=O)c2ccccc2Cl)csc1Br	-1.0	11	0.7	-1	112	-2.3	-1	-1.9	-11	-5	10
COC(=O)c1cc(S(=O)(=O)NCC2CCN(Cc3ccc(C)cc3)CC2)cn1C	-1.4	-1	1.5	0	103	3.0	-10	-1.7	53	-12	9
O=C(N/N=C1\CCCc2ccccc21)c1ccccc1Cl	4.0	-22	0.1	1	100	0.1	-1	-1.5	-8	1	7
CCOC(=O)[C@@H]1[C@H]2COc3cc(OC)ccc3[C@H]2N2C(=O)N(c3ccc(Br)cc3)C(=O)[C@]12C	3.3	-8	2.5	-2	103	2.6	2	0.6	2	1	-4
COc1cccc(/C=N/N2CCN(c3ccccc3OC)CC2)c1	3.0	3	-0.8	-2	103	-0.3	2	-0.2	-1	4	1
CCn1c(SCC(=O)N2CCCCCC2)nc2c(c1=O)SCC2	-0.9	-8	-0.6	4	102	-0.2	-7	-2.2	-19	2	12
CN1C(=O)[C@H]2[C@@H](/C=C/c3ccccc3)N3C(=O)CN(Cc4ccccn4)C(=O)[C@@]3(Cc3ccccc3)[C@H]2C1=O	1.8	6	1.7	2	106	2.1	-8	-3.3	-14	.	18
CCC1CN(C(=O)NCc2ccccc2)c2cc(C)ccc2O1 (configuration not stated)	6.0	-1	.	0	116	.	7	0.2	20	-13	-1
CCC1CCCCN1C(=O)CCCc1ccccc1 (configuration not stated)	2.8	7	-0.2	-2	110	1.6	0	-1.1	85	4	5
Cc1ccc2c(c1)c(CC(=O)Nc1ccc(C)c(F)c1)c(C(=O)O)n2C	0.9	1	-0.5	0	100	1.9	-3	0.9	14	-1	-6
COc1cccc(C(=O)Cn2c(Br)nc3c2c(=O)n(C)c(=O)n3C)c1	1.4	-2	-1.3	-1	97	0.5	-16	-2.5	-17	0	12
Cc1cc(C)nc(NC(=O)c2cnc3sccn3c2=O)n1	1.0	14	0.9	-5	100	-0.3	13	-1.5	0	-7	9
CC(=O)Cn1cnc2c(cnn2-c2ccc(C)c(C)c2)c1=O	4.0	2	0.3	-1	94	1.2	-5	-1.4	1	9	6
O=C(NN1C(=O)C2C3c4ccccc4C(c4ccccc43)C2C1=O)c1ccc(Cl)cc1 (configuration not stated)	4.0	2	2.9	-1	104	-0.3	-8	-0.5	-5	18	2
SMILES	phage Ecoli inh	HTR5A inv ctr	AddAB inh	HTR5A ag	DSG3 Ab inh	Ecoli viability	PKA-R1A activ	OPRM1-OPRD1 ag	Mot1-301 SUMO	PfHsp90 set2	OPRM1-OPRD1 inv
CCCC(C)NNC(=O)c1cc2ccccc2[nH]1 (configuration not stated)	1.4	-3	1.8	-3	104	-0.2	-2	1.2	242	2	-7
CS(=O)(=O)c1cccc(S(=O)(=O)N2CCCCCC2)c1	-1.5	8	3.7	5	95	-3.3	4	-0.5	-6	3	2
O=C(c1ccco1)N1CCc2ccccc21	3.0	-4	3.1	0	102	0.0	-13	1.5	-6	-1	-8
C=CCSC1=NC(=O)/C(=C/c2cccs2)S1	3.9	-53	11	6	110	2.5	-4	-1.3	-13	-13	7
CCOC(=O)/C(C#N)=C/c1ccc(OCC(=O)Nc2ccc(C)c(C)c2)c(OC)c1	5.6	9	2.1	3	96	2.0	-6	1.0	6	19	-6
CCc1ccc(NC(=O)CCNS(=O)(=O)c2cccs2)cc1	-0.3	-4	4.8	1	115	0.6	3	0.3	16	4	-2
CCOC(=O)C1CCCN(S(=O)(=O)c2ccc(NC(C)=O)cc2)C1 (configuration not stated)	3.8	-10	3.9	6	96	-1.2	-10	-2.3	-6	21	12
C[C@H](NC(=O)c1[nH]cnc1C(=O)Nc1nccs1)c1ccccc1	1.4	-20	0.5	8	102	1.3	-5	-0.1	5	1	0
O=C(Nc1c2c(nc3ccccc13)CCCC2)c1ccccc1F	4.9	1	2.7	6	100	-0.6	-4	-3.6	-15	10	19
COc1ccccc1OCCC(=O)O	0.8	-5	1.2	2	117	0.5	0	-1.1	6	.	6
CC(NC(=O)c1cc(-c2ccncc2)nc2ccc(Cl)cc12)C1CCCO1 (configuration not stated)	2.5	-6	4.2	3	95	-0.8	6	-2.9	341*	7	15
NC(=O)CC(NC(=O)c1cccc(Br)c1)c1ccc(NC2CCCCCCC2)c([N+](=O)[O-])c1 (configuration not stated)	-1.8	-46	2.4	3	101	-1.0	2	2.9	-2	4	-15
O=C(Nc1nc2c(Cl)cccc2s1)c1ccc([N+](=O)[O-])o1	1.0	-17	3.3	6	112	4.7	0	3.0	-20	16	-15
O=C(COC(=O)CC1Sc2ccccc2NC1=O)NCc1ccccc1 (configuration not stated)	0.5	-3	1.8	1	107	-0.3	2	-0.8	-18	.	4
CCOC(=O)CN1C(=O)C(O)(CC(=O)c2ccc3c(c2)CCCC3)c2ccccc21 (configuration not stated)	0.8	-28	1.6	-3	95	0.7	-2	-0.9	45	8	5
O=C(CC1SC(=O)N(Cc2ccccc2)C1=O)Nc1nccs1 (configuration not stated)	2.3	-6	1.5	2	131	-3.7	7	-1.0	3	-37	6
Cc1ccc(OC2=NS(=O)(=O)c3ccccc32)cc1	1.2	7	0.4	-2	.	0.4	-2	-2.5	-45	.	13
COc1cc(C)c(C(=O)Oc2cc(C)c(C(=O)O)c(O)c2)c(O)c1	2.9	6	3.9	2	99	5.0	-7	-2.7	429	13	14
O=C(O)c1cc(-c2ccccc2)n(-c2ccc(Cl)cc2Cl)n1	-1.0	-7	2.8	2	112	-1.2	-8	-3.2	-1	17	15
C=CCC1(C(=O)NCCO)CCN(C(=O)OC(C)(C)C)CC1	3.2	-30	4.1	11	106	-1.0	-4	-2.0	-6	-14	12
CC(=O)N1CCN(c2nc3cc4c(cc3nc2NS(=O)(=O)c2ccccc2)OCCO4)CC1	4.0	-19	-0.1	7	.	-3.6	5	-1.8	-9	-12	11
FC(F)(F)c1nnc2ccc(N3CCCC3)nn12	0.9	5	1.9	-2	107	-0.9	3	-0.5	-4	.	2
Cc1ccccc1NC(=O)C1CC(=O)n2ncnc2N1 (configuration not stated)	3.3	-34	2.5	-3	112	-0.2	3	-3.6	6	-1	19
Cc1ccccc1NC(=O)CSc1nnc(-c2ccccn2)o1	1.4	-6	4.6	0	108	0.1	-1	-0.3	-11	-24	2
Clc1ccc(-c2csc3ncnc(Cl)c23)cc1	0.3	13	-0.5	-4	99	-2.3	3	-1.1	2	-16	6
SMILES	phage Ecoli inh	HTR5A inv ctr	AddAB inh	HTR5A ag	DSG3 Ab inh	Ecoli viability	PKA-R1A activ	OPRM1-OPRD1 ag	Mot1-301 SUMO	PfHsp90 set2	OPRM1-OPRD1 inv
CCOC(=O)CSc1ccc2nnc(-c3ccncc3)n2n1	3.3	-7	1.0	2	99	-1.8	3	-1.6	-1	19	9
Cc1c(OCC(=O)NCc2ccncc2)ccc2c3c(c(=O)oc12)CCC3	3.3	-46	1.3	12*	111	-1.1	-3	-4.0	-6	2	20
CCOC(=O)N1CCC(NC(=O)CC2C(=O)NCCN2Cc2ccc(C)cc2)CC1 (configuration not stated)	-0.9	19	1.6	1	106	0.7	-9	-1.5	-2	6	8
Cc1cc(C(=O)Nc2ccc3[nH]ccc3c2)no1	2.5	11	-1.1	3	116	-1.6	-4	-2.6	146	-5	14
O=C(CSc1ncn[nH]1)NN(c1ccccc1)c1ccccc1	6.9	15	-1.7	1	88	-0.9	-9	-4.3	-12	-37	21
CCOc1ccc(C(C)=O)cc1COC(=O)CNC(=O)C12CC3CC(CC(C3)C1)C2	0.7	-12	-9.1	3	125	-2.8	-9	0.6	-4	-7	-3
Cc1ccc(CC(=O)Nc2nccs2)cc1C	-0.8	-1	4.0	0	.	1.2	-5	0.6	-5	12	-4
COc1cc(CO)cc(Br)c1OCc1cccnc1	0.4	1	2.1	1	103	-0.1	11	0.7	-22	-3	-4
C/C(=C\C(=O)c1ccc(Cl)cc1)Nc1ccc(Br)cc1	0.2	-31	1.2	7	97	0.3	-3	0.5	-17	-26	-3
CCn1cc(C(=O)NCCN(CC(C)C)CC(C)C)c(=O)c2cc(S(=O)(=O)N3CCOCC3)ccc21	1.8	12	2.4	-1	103	-0.6	1	-3.7	99	2	19
